# E coli Lon inh: inhibitors of E. coli Lon protease. P0A9M0. purified E. coli Lon protease, fluorescence polarization. inhibition, % at 7.94 µM. 360,000 compounds, 0.42% hits; in the data active = inhibition above about 13%, passing the limit was not always enough;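 also: 0% = enzyme with probe and DMSO and 100% = no enzyme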
# Rin1 Abl inh: inhibitors of human Rin1-Abl protein interaction; inhibition, % at 7.35 µM; TR-FRET Rin1/Abl binding, biochemical; AID 588664; 360,000 compounds, 0.4% hits; in the data active = inhibition above about 5%, passing the limit was not always enough
# CSN inh: blocks human CSN-mediated cullin deneddylation; Q92905; Purified CSN, SCF-Nedd8-OG deneddylation, fluorescence polarization; inhibition, % at 12.5 µM; 360,000 compounds, 0.38% hits; AID 651999;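 active = pattern-corrected inhibition above about 35%, with an unprinted fluorescence ratio check between 0.5 and 1.5, limit read from the data, passing the limit was not always enough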;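 also: 0% = enzyme with substrate and 100% = substrate without enzyme; some results filed as inactive read as strong as hits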
# Target sequence (Q92905 whole entry, looked up, one chain of several): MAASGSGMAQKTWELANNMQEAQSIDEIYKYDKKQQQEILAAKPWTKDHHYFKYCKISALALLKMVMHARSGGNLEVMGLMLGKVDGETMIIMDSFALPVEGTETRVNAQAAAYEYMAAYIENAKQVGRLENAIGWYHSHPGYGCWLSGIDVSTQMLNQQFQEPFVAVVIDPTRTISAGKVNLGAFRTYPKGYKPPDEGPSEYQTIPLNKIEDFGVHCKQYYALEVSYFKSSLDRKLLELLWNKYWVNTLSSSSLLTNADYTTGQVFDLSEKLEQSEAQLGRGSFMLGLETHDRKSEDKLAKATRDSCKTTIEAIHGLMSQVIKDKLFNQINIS
#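 Assay system: purified human Csn5 enzyme expressed in HEK293T cells; Input: 0.24 nM Csn5 enzyme, final concentration; Reagent: 10 nM SCFSkp2-Nedd8OG; Compound dosing: 12.5 µM single point; Times: reaction 90 min, room temperature; Technique: fluorescence polarization readout.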
# bovine MsrA act: bovine methionine sulfoxide reductase A activation; purified bovine MsrA, absorbance read-out; activation, % at 10.6 µM; 360,000 compounds, 0.3% hits; AID 602163; in the data active = activation above about 7.5%;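 also: 0% = vehicle and 100% = reference activator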
# Neddylation inh: cullin neddylation inhibition. 360,000 compounds, 0.58% hits. calls only at 25 µM. P61081+Q13564. TR-FRET cullin neddylation, biochemical; in the data active = inhibition above about 36%
# MsrA inh: bovine MsrA inhibition. purified bovine MsrA, absorbance read-out. inhibition, % at 15.5 µM. 360,000 compounds, 0.75% hits. AID 651718; in the data active = inhibition above about 4.5%;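 also: 0% = vehicle wells with enzyme and 100% = reference inhibitor wells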
# FAS TE block: blocks the thioesterase domain of human fatty acid synthase. P49327. recombinant FAS-TE, OMFH fluorogenic substrate, fluorescence endpoint. inhibition, % at 15 µM. 360,000 compounds, 0.67% hits;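 active = compounds whose normalised, plate-corrected inhibition of enzyme fluorescence in the single-dose primary screen is 50% or more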;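 also: 0% = DMSO with enzyme and 100% = substrate without enzyme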
# Tb MetRS inh: blocks T. brucei methionyl-tRNA synthetase activity. purified T. brucei MetRS, ATP depletion, Kinase-Glo luminescence. 360,000 compounds, 0.4% hits. inhibition, % at 11.9 µM;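 active = inhibition above a per-plate cutoff of the control wells' mean inhibition plus 3 SD, cut at about 5.5% in these data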;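 also: 0% = DMSO wells median and 100% = median of wells with control inhibitor compound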
#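 Test system – parasite MetRS enzyme · Reagent – substrates ATP, L-methionine and bulk Escherichia coli tRNA · Doses – 11.9 µM compound single dose, 0.9% DMSO · Times – 15 min enzyme-compound preincubation, 2 h reaction, 10 min detection, 25 °C · Signal – Kinase-Glo luminescence, ATP depletion format · Controls – DMSO-only wells as low control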
# PABP1 MLLE inh: blocks PAM2 peptide binding to the PABP1 MLLE domain. P11940. GST-MLLE / FITC-PAM2 fluorescence polarization. inhibition, % at 20 µM. 360,000 compounds, 0.36% hits. AID 588489; in the data active = inhibition above about 35%, passing the limit was not always enough;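 also: plate controls were DMSO wells with GST-MLLE for no effect and wells lacking GST-MLLE protein for full effect; some results filed as inactive read as strong as hits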
# Target sequence (P11940 whole entry, looked up, the tested form may be a part): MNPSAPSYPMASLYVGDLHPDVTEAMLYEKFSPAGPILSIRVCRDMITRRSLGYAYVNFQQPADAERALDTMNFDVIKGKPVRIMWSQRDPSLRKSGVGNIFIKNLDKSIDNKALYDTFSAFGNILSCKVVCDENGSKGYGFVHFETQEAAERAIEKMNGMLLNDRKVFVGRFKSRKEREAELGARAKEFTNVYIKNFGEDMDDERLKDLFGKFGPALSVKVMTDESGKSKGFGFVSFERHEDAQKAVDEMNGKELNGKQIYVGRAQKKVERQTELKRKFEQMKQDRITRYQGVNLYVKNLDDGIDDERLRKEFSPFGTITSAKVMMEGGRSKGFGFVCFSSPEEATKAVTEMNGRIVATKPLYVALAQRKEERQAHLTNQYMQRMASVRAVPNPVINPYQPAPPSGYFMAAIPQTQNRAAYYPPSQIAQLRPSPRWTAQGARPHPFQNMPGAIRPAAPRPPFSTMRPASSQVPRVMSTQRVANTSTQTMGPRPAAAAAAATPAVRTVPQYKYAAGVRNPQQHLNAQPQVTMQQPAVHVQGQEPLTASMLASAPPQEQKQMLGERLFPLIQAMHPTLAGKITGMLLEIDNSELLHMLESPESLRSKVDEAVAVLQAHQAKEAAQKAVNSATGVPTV
# * = called active by the depositor; i = inactive; . = no result given; + = active, no number.
SMILES,E coli Lon inh,Rin1 Abl inh,CSN inh,bovine MsrA act,Neddylation inh,MsrA inh,FAS TE block,Tb MetRS inh,PABP1 MLLE inh
CCOc1ccc(Nc2nc(NCC(=O)O)nc(N)c2[N+](=O)[O-])cc1,19*,0,-4,-6,i,4.3,-8,-0.2,35
COc1cccc(Oc2ccc(N)cn2)c1,-54,0,24,1,i,-0.6,-2,-0.4,-14
COc1cc2c(cc1OC)CN(Cc1cccs1)CC2,2,-4,2,-3,.,-0.8,-7,-0.2,-7
CC(/C=C/c1ccc(C)o1)=C\C(=O)O,-12,4,5,20*,i,2.3,-5,-0.2,7
O=C(CCNC(=O)c1ccccc1Cl)NCC(c1ccc(F)cc1)N1CCOCC1 (centres undefined),-6,8,-1,-2,i,0.3,-6,0.1,9
COc1ccccc1N1CCN(c2cc(=O)n(-c3ccc(Cl)cc3)c(=O)[nH]2)CC1,-1,1,8,-2,i,0.8,-7,-0.6,16
COc1cccc(C(=O)Nc2ccc3c(cc2=O)[C@@H](NC(C)=O)CCc2cc(OC)c(OC)c(OC)c2-3)c1,4,-1,-1,0,i,.,-1,0.2,3
O=C(c1ccc(Cl)c(F)c1F)N1CCCC1,0,1,2,-9,i,0.4,-11,-0.6,4
CCC(C)NC(=O)Cc1c(C)c2cc3c(cc2oc1=O)OC(C)(C)CC3 (centres undefined),-4,0,0,-4,.,1.4,1,0.3,18
O=C(NC1CC1)c1cccc(-c2cncc3nccn23)c1,-9,-2,3,-2,.,1.1,-10,0.1,9
CC1CCCC(C)N1C(=O)C1CC(c2ccc(F)cc2)=NO1 (centres undefined),-2,-2,6,-11,i,0.4,-5,0.3,-4
O=C(O)CCCNC(=O)CC1S/C(=N/N=C/c2ccccc2O)NC1=O (centres undefined),-1,-2,-2,-7,i,4.8*,-7,-0.1,-33
C=CCC1(CC=C)CCCN1Cc1nc(COc2ccccc2)no1,-12,-2,4,1,i,-0.1,-2,-0.7,-31
CC(NCC(c1ccco1)N1CCCCC1)C(=O)NC1CCCC1 (centres undefined),-4,2,0,-4,i,0.7,-8,-0.7,6
Cc1ccc(/C(O)=C2/C(=O)C(=O)N(c3ccccn3)C2c2cccc([N+](=O)[O-])c2)cc1 (centres undefined),-2,5,-2,-5,i,2.7,0,-0.3,14
COc1ccc(C(=O)NNS(=O)(=O)c2ccc(C)cc2)cc1,-3,0,-6,-2,i,0.7,-8,-0.8,-1
CCOC(=O)N1CCC(NC(=O)c2cc(C(=O)Nc3cccc(C(F)(F)F)c3)ccc2CO)CC1,-3,1,-2,-7,i,-0.4,5,-1.2,-9
O=S(=O)(c1ccc(Br)cc1)N1CCCN(Cc2cccc(F)c2)CC1,1,0,-4,5,i,2.5,30,0.2,-17
COc1ccc2nc(CC(C)(C)CC(=O)O)c[n+]([O-])c2c1,3,-1,-4,-1,+,1.0,-5,-0.5,-7
Cc1nn(C)c(C)c1CNC(=O)Nc1ccc2c(c1)OCO2,-4,0,-1,-2,i,0.3,-4,-0.3,-4
COc1cc(/C=N/S(=O)(=O)CCc2ccccc2)cc(OC)c1O,-2,3,-5,-10,i,1.4,-12,-0.8,4
CCC(C)[C@H]1CNCCN1CCC12CC3CC(CC(C3)C1)C2 (some centres undefined),-5,4,-4,-6,i,-1.3,-9,0.2,-3
COc1ccccc1C(=O)NNC(=O)C1CC=CCC1 (centres undefined),-3,-3,-1,2,i,0.1,-2,-0.6,2
CCCC(=O)Nc1c(-c2ccc(C)cc2)c(=O)c2ccccc2n1C,-14,4,-3,1,i,3.0,-8,-0.8,-11
CC(C)(C)n1nc2c(c1NC(=O)c1cccc(Cl)c1)CS(=O)(=O)C2,-9,8,0,-4,i,0.4,-5,-0.5,7
CSCC(=O)NC1CCCc2c1cnn2-c1cc(F)cc(F)c1 (centres undefined),1,-1,-4,-3,i,1.7,-1,-0.4,1
Cc1ccc2c(c1)/C(=N/O)CCS2,0,2,3,-2,i,0.3,-4,0.0,-4
Cc1ccccc1Nc1nc(N)nc(COC(=O)CCS(=O)(=O)c2ccc(Cl)cc2)n1,5,3,1,-7,i,-0.2,-2,-0.5,2
O=C(O)c1ccc(-n2c(/C=C/c3cccc([N+](=O)[O-])c3)nc3ccccc3c2=O)cc1,2,-2,3,-4,i,-0.3,11,-0.3,-7
Cc1ccc(NC(=O)CN2C(=O)CCSc3ccc(S(=O)(=O)N4CCCC4)cc32)cc1C,1,5,-1,1,i,0.8,5,0.1,10
COc1ccccc1N(Cc1cc(=O)[nH]c2ccccc12)C(=O)c1ccc([N+](=O)[O-])cc1,-3,-1,0,-6,i,0.7,8,-0.3,-1
COc1cc(C2C(C#N)=C(C)NC(C)=C2C#N)cc(OC)c1OC,8,-2,1,-3,i,0.8,-3,0.1,-15
COc1ccccc1P(=O)(Cc1ccccc1)c1ccccc1 (centres undefined),-3,3,-1,-1,i,0.0,-4,0.1,-4
Cc1cccc(C)c1OCC(=O)NNC(=O)CCNC(=O)c1ccc(Br)cc1,-8,0,-4,-1,i,-0.9,4,-0.1,-3
O=C(O)CC/C(=N/NC(=O)CNC(=O)Cc1ccccc1)c1ccccc1,-2,0,-1,-2,i,1.0,-8,-0.7,3
CCCCc1c(-c2ccccc2OC)ncn1CCc1ccccc1Cl,3,.,-4,-9,i,0.8,16,-0.9,.
CCOc1cc(C2Nc3ccccc3C(=O)N2c2ccccc2OC)ccc1O (centres undefined),8,3,2,-1,.,2.1,-7,0.2,1
CCC(C)Cn1c(C(C)O)nc2ccccc21 (centres undefined),7,1,-1,-8,i,0.6,-8,-0.7,-4
O=c1oc2ccc(Br)cc2cc1-c1nc2ccccc2o1,-2,-6,2,-1,i,0.1,-4,-0.1,-11
CC(=O)c1ccc(NC(=O)/C(=C\c2cccs2)NC(=O)c2ccco2)cc1,-3,1,5,-13,i,5.0*,-4,-0.9,7
CCCCc1ccc(NC(=O)Nc2cccnc2)cc1,-5,4,-1,-2,i,0.5,5,-0.4,6
COCCn1nnnc1SCC(=O)c1ccc(F)cc1,4,-5,-2,-3,i,1.6,-4,0.0,-44
COc1ccc(S(=O)(=O)N(Cc2ccccc2)c2ccccc2C(=O)O)cc1,10,0,3,-4,i,-0.7,-4,1.1,1
CCOC(=O)COc1ccc(C(c2c(C)[nH][nH]c2=O)c2c(C)[nH][nH]c2=O)cc1,3,4,-3,-1,i,-0.5,3,-1.5,-10
O=C(Nc1ccc(N2CCN(C(=O)c3ccccc3)CC2)c(Cl)c1)c1cccnc1,-12,3,10,-1,i,-0.3,-5,0.2,1
CCc1nnc(NC(=O)c2ccc(Br)o2)s1,-2,-2,0,-4,i,0.1,-5,-1.0,9
COc1cccc(N2CCN(C(=O)c3ccc(Cl)c(S(=O)(=O)N4CCCCCC4)c3)CC2)c1,-5,1,0,-3,i,-1.1,-7,-0.1,3
Cc1cc(C)cc(NC(=O)c2cc(S(=O)(=O)N3CCCC3)cn2C)c1,-6,-3,-5,0,i,-0.5,1,-0.8,0
CS(=O)(=O)Nc1cc2c3c(c1)CCC(=O)N3CCC2,-1,2,-3,-3,i,0.9,-8,-0.4,-3
Cc1ccc(N=C2CSC(=O)N2)cc1,-9,2,2,3,i,-0.3,0,-0.3,-5
CCc1nc2ccc(C(=O)NCc3ccc4c(c3)OCO4)cn2c1N(C)Cc1cccs1,3,2,1,-1,i,0.9,8,-0.2,-17
Cc1nc(N2CCN(c3ccccc3O)CC2)c2c(-c3ccccc3)csc2n1,2,0,1,-2,i,0.2,19,-0.3,-10
O=C(NCCN1CCOCC1)c1ccc2c(c1)ncn2C1CCCC1,2,2,-2,-4,i,-1.0,1,0.0,10
CC(=O)OC1(C(C)=O)CCC2C3CC(Cl)C4=CC(=O)CCC4(C)C3CCC21C (centres undefined),8,3,-3,-9,i,0.8,13,-0.5,12
Cc1noc(C)c1CSCC(=O)Nc1ccccc1N1CCCC1,2,7,0,-6,i,0.0,-2,-0.2,14
O=C(CSc1nnc(-c2ccc(F)cc2)o1)c1ccc2c(c1)OCCO2,-5,4,-2,-7,i,-0.3,-5,-1.8,-45
Cc1no[n+]([O-])c1COc1cccc(/C=C2\N=C(c3ccccc3)OC2=O)c1,1,2,-4,-6,i,-0.6,23,-1.0,-1
CCOc1ccc(NC(=O)c2cc3cc4ccc(OC)cc4nc3o2)cc1,2,2,0,-2,.,-1.0,-8,0.0,4
O=C(OCC(=O)c1c[nH]c2ccccc12)c1ccc(OC(F)F)cc1,-3,0,-4,-6,i,-0.6,5,12*,-2
O=C(CCCN1C(=O)c2ccccc2C1=O)Nc1sc2c(c1C(=O)NCc1ccco1)CCC2,-11,0,2,-6,i,2.5,14,-0.6,5

# (listing goes on)
SMILES,E coli Lon inh,Rin1 Abl inh,CSN inh,bovine MsrA act,Neddylation inh,MsrA inh,FAS TE block,Tb MetRS inh,PABP1 MLLE inh
Cc1c(CN2CCN(C)C(CCO)C2)[nH]c2c(Cl)cccc12 (centres undefined),-10,1,1,0,i,1.0,-3,0.3,-6
COc1ccc(N(C(=O)c2ccncc2)S(=O)(=O)c2ccc(OC)c(OC)c2)cc1,3,-2,-2,-1,i,1.4,2,-0.1,6
CCOc1nnc(C)c2c(C)n(-c3cccc(OC)c3)nc12,-10,0,2,1,i,0.6,-3,-0.3,-10
CN1CCN(NC(=O)c2cc(S(=O)(=O)N3CCOCC3)c(Cl)cc2Cl)CC1,-10,2,-6,-4,i,0.6,-12,-0.3,1
COc1ccc(-c2cc(-c3ccccc3)nc(SCC(=O)Nc3ncc(C)s3)c2C#N)cc1,-7,2,1,-4,i,-0.2,38,-0.3,7
Cc1ccc(N/C=C2/Sc3ccccc3NC2=O)cc1,-14,2,15,-3,i,2.7,-4,-0.7,-36
O=C(NCc1ccco1)Nc1ccc(Br)cc1,-9,1,2,-9,i,0.4,-1,-0.1,-9
CC(C)C[C@H]1C(=O)N2CCC[C@H]2[C@]2(O)O[C@](NC(=O)C3C=C4c5cccc6[nH]c(Br)c(c56)C[C@H]4N(C)C3)(C(C)C)C(=O)N12 (some centres undefined),56,-3,1,-2,i,0.6,52*,-0.4,25
CCCCN(C)Cc1cc(=O)oc2cc3c(cc12)CCCC3,9,-1,-2,-4,i,-0.7,30,0.1,-10
CCc1ccccc1NC(=O)CCCN1C(=O)c2cccnc2C1=O,1,0,1,-3,i,-1.0,-5,-0.7,-9
O=C(Oc1c(-c2ccccc2)c(=O)n2c3c(cccc13)CC2)c1ccccc1,8,2,4,-3,i,-1.3,20,0.3,-4
CC(C)CC1C(=O)N(Cc2cn(Cc3ccco3)nn2)CCS(=O)(=O)N1Cc1ccc(-c2cccc(N(C)C)c2)cc1 (centres undefined),-9,0,4,-2,i,-0.8,28,-1.0,-2

# An excerpt from above in order of the Rin1 Abl inh value, largest number first:
structure	E coli Lon inh	Rin1 Abl inh	CSN inh	bovine MsrA act	Neddylation inh	MsrA inh	Tb MetRS inh	PABP1 MLLE inh
CN1CCN(NC(=O)c2cc(S(=O)(=O)N3CCOCC3)c(Cl)cc2Cl)CC1	-10	2	-6	-4	i	0.6	-0.3	1
Cc1c(CN2CCN(C)C(CCO)C2)[nH]c2c(Cl)cccc12 (centres undefined)	-10	1	1	0	i	1.0	0.3	-6
COc1ccc(N(C(=O)c2ccncc2)S(=O)(=O)c2ccc(OC)c(OC)c2)cc1	3	-2	-2	-1	i	1.4	-0.1	6
